Bioassay records as filed in PubChem BioAssay.
MBD2 DNA inh: inhibitors of human MBD2 binding to methylated oligonucleotide | Q9UBB5 | TR-FRET | inhibition, % at 4.4 µM | 370,000 tested, 0.31% active | AID 686964; in the data active = inhibition above about 13%
UHRF1 MBD2 ctr: UHRF1 methyl-DNA binding inhibition; UHRF1 binding to methylated oligo, TR-FRET; Q96T88; 370,000 tested, 0.75% active; inhibition, % at 4.4 µM; in the data active = inhibition above about 21%;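 also: UHRF1 SRA domain binding a hemimethylated CpG hairpin DNA probe; 0% = median of test compound wells and 100% = reference inhibitor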
TDP2 inh: blocks human TDP2 phosphodiesterase activity | O95551 | recombinant TDP2, T5PNP hydrolysis, p-nitrophenol absorbance 415 nm | inhibition, % at 12.8 µM | 370,000 tested, 0.34% active | AID 720702;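 active = inhibition above the mean of all tested compounds plus 3 SD, set per campaign, cut at about 25% in these data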;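 also: 0% = DMSO with enzyme and 100% = buffer with substrate but no TDP2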
Target sequence (O95551 whole entry, looked up): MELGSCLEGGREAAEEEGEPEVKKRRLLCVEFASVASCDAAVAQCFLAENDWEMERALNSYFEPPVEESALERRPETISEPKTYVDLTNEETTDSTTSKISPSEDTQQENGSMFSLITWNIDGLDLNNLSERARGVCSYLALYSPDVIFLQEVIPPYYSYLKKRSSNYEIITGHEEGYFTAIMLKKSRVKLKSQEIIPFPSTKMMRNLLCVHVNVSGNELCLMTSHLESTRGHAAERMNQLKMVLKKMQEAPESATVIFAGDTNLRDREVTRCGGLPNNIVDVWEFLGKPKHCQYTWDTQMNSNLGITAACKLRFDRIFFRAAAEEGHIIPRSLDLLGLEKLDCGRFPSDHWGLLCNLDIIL
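Read-out basis: percent inhibition. System: recombinant human TDP2. Buffer or medium: Mg2+-containing Tris-HCl buffer, pH 7.5. Repeats: single replicate. Timing: reaction 2 h, 37 °C. Benchmarks: high control without enzyme, low control DMSO plus TDP2. Probe or stimulus: 5 mM T5PNP. Doses: 12.8 µM only. Measured by: epi absorbance of p-nitrophenol freed from T5PNP by hydrolysis.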
TCR-CD3 inh: blocks the human TCR-CD3 interaction. TAMRA-labeled TCR probe fluorescence, biochemical. inhibition, % at 9.4 µM. 360,000 tested, 0.37% active. AID 651800; in the data active = inhibition above about 19%;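 also: recombinant mutant TCR 2C K166C tagged with TAMRA read by polarization; 0% = receptor in buffer alone and 100% = receptor with positive control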
DDE Tn6 FP inh: inhibitors of Tn6 peptide binding to human fibrin DD(E). P02675. Fibrin DD(E) TRITC-Tn6 fluorescence polarization displacement. inhibition, % at 8.3 µM. 370,000 tested, 0.21% active;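 active = inhibition above a per-campaign cutoff: mean of compounds within control limits plus 3 SD, cut at about 15% in these data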;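 also: 0% = median of all compound wells on the plate and 100% = blocking peptide control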
LEDGF integ inh: blocks HIV-1 LEDGF/p75-dependent DNA integration; TR-FRET IN-LEDGF/p75 DNA integration, Eu/Cy5; inhibition, % at 3.7 µM; 370,000 tested, 0.64% active; AID 743269;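 active = inhibition above the screen-wide mean plus 3 SD, cut at about 13% in these data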;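 also: signal is the Cy5 over europium emission ratio at 671 and 618 nm; 0% = plate median of compound wells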
DDE Tn7 FP inh: disrupts Tn7 cyclic peptide binding to fibrin D-Dimer-E complex | FP displacement of FITC-Tn7 peptide from fibrin DD(E); 0% = median of compound wells per plate | AID 720508 | inhibition, % at 8.3 µM | 370,000 tested, 0.13% active;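 active = inhibition above the mean of compounds falling within the control limits plus 3 SD of them, cut at about 14% in these data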;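 also: 0% = plate median of compound wells and 100% = 10 µM Aha-Tn7 peptide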
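Measure: % inhibition scaled between sample-field median and high-control FP; Test system: human fibrin DD(E); Quantity: 2 µM final DD(E) protein; Doses: one dose, 8.3 µM nominal; Schedule: compound with protein 10 min, then 3 h after probe, room temperature; Detection: fluorescence polarization; Medium: Tris buffer with calcium and detergent, pH 7.8.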
PRMT1 inh: inhibitors of human PRMT1. recombinant PRMT1, activity-based probe fluorescence polarization. inhibition, % at 2.79 µM. 370,000 tested, 1.3% active. AID 652257;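 active = inhibition above about 21% made by adding two undisclosed values, limit read from the data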
KLK7 zymogen act: activates the human kallikrein-7 zymogen; P49862; purified proKLK7, EDANS-DABCYL substrate fluorescence; 100% is mature enzyme control, 0% vehicle; activation, % at 7 µM; 370,000 tested, 0.9% active; AID 652039;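 active = activation above the mean of all tested compounds plus 3 SD, computed per campaign excluding outliers beyond control limits, cut at about 13% in these data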
SIAE primary: inhibitors of human sialic acid acetylesterase SIAE | Q9HAT2 | SIAE FP-Rh probe binding, fluorescence polarization | inhibition, % at 9.66 µM | 370,000 tested, 0.69% active;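 active = inhibition above a cutoff: mean of compounds within the control limits plus 3 SD of those, cut at about 17% in these data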;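 also: 0% = plate median of compound wells and 100% = probe without SIAE protein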
Target sequence (Q9HAT2 whole entry, looked up): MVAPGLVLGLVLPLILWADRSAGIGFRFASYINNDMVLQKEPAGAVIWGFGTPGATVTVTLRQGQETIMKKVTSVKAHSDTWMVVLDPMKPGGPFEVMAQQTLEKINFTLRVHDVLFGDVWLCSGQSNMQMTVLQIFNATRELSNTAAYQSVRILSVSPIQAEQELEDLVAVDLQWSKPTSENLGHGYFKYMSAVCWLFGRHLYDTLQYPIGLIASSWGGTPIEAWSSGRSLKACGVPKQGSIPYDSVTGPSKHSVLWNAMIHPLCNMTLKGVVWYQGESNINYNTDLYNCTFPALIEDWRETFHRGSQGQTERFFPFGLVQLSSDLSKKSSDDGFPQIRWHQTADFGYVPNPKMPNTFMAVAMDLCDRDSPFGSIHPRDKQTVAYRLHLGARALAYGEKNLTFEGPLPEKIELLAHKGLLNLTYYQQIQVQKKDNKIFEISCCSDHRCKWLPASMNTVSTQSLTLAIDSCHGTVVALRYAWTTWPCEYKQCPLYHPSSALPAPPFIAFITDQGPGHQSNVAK
* marks the source's active call; other numbers are inactive results; nt = not tested or not shown.

Every second line gives: MBD2 DNA inh, UHRF1 MBD2 ctr, TDP2 inh, TCR-CD3 inh, DDE Tn6 FP inh, LEDGF integ inh, DDE Tn7 FP inh, PRMT1 inh, KLK7 zymogen act, SIAE primary
- CCc1c(O)nc(SCC(=O)Nc2ccccc2C)n(-c2ccc(C)cc2)c1=O
  -1, 1, -3, 1, -6, 4, -3, 30*, 0.4, 7
- Cc1cc(Br)ccc1NC(=O)CN(C)C(=O)CN1C(=O)NC(C)(C2CC2)C1=O (stereo unspecified)
  -2, -1, -9, -2, 14, -3, 1, 2, 0.2, -10
- O=C(c1ccc(F)cc1)N1CCCC(c2ccccc2)C1 (stereo unspecified)
  -5, 1, 8, 3, -7, -2, 2, 2, 0.0, 2
- CCOC(=O)CC[C@@]1(C(=O)OCC)C[C@@H](CC(=O)N2CCN(C(=O)c3ccco3)CC2)C(=O)N2CCCC=C21
  -4, -2, 1, nt, -2, 6, -4, -5, 0.5, 0
- CCCCN1C(=O)C(CC(=O)NC(c2ccccc2)c2ccccc2)CC(C(=O)N(C)C)=C1C (stereo unspecified)
  0, 4, 2, -4, -2, -3, 2, 3, -0.8, -2
- O=C(CCC(=O)N1CCOc2ccc(Cl)cc21)NCCCN1CCOCC1
  0, 5, -7, -10, -5, -4, 2, 2, 0.6, 2
- O=C(CCC(=O)N1CCc2ccccc21)Nc1ccccc1
  -2, -1, 4, 0, -3, 3, -6, -3, -0.2, 4
- COc1ccc(C2CC(=O)N(CCCN(C)CCc3ccc(OC)c(OC)c3)C2)cc1 (stereo unspecified)
  -2, 0, 7, 1, 0, 1, -6, -1, -0.3, 3
- Cc1cc(C(=O)Nc2ccc(F)cc2C)cs1
  -1, 1, -2, 6, 6, 0, 3, -1, 0.1, 2
- CCC(C)NC(=O)CSc1nnc(-c2ccoc2C)n1CC1CCCO1 (stereo unspecified)
  -4, 1, 2, 6, -9, -2, -1, -2, -0.4, 1
- COc1ccc(N2CCN(c3ncnc4c3nnn4Cc3ccccc3Cl)CC2)cc1
  2, 0, -9, 1, -6, -1, -1, -4, 0.6, 0
- CC(C)(C)n1nc2c(c1NC(=O)c1cc([N+](=O)[O-])ccc1Cl)CS(=O)(=O)C2
  0, 0, -3, 8, -2, 3, 0, 0, 0.0, -8
- CN(C)C(=O)CC12CC3CC(C1)CC(CC(=O)N(C)C)(C3)C2
  -2, 2, 3, -2, 2, -4, 13, 0, 0.1, 0
- Cc1cc(NCCO)nc(-n2nc(C)cc2C)n1
  -1, -3, 2, -2, 3, -4, 1, -6, 0.0, -1
- Cc1cc(C(=O)N2CCN(c3ccccc3O)CC2)c(C)o1
  4, -1, 6, -9, -2, -5, 3, 2, -0.2, -2
- Cc1csc(Sc2ccc([N+](=O)[O-])cc2C(=O)OCC(=O)NC2CCCC(C)C2C)n1 (stereo unspecified)
  1, 1, -2, -1, -7, -4, -2, 2, 0.2, -12
- CC(=O)c1cccc(NC(=O)CSc2nc(N3CCCCC3)nc(N3CCCCC3)n2)c1
  5, -1, -5, -2, -2, -1, -1, 4, 0.3, 5
- O=S(=O)(Nc1ccc2c(c1)OCCO2)c1cccc(F)c1
  2, 7, -17, -6, 0, 1, 1, -1, 0.5, 6
- Cc1cccc(NC(=O)c2nc[nH]c2C(=O)NC[C@@H](C)O)c1
  4, -2, -5, 3, 7, 1, 5, -4, 0.5, 1
- BrC(/C=C\c1ccccc1)=N/Nc1nc(N2CCOCC2)nc(N2CCOCC2)n1
  5, 3, 3, -8, 1, -2, -2, 6, 0.5, -7
- COC(=O)[C@]12C[C@H](CC(=O)NCc3cccc4ccccc34)C(=O)N(CCC3=CCCCC3)C1=C[C@H](C(C)C)O[C@@H]2C1CC1
  2, -1, 8, nt, -2, 1, 2, -2, 0.7, 3
- O=C(Nc1ccc(Cl)cc1)/C(=C/c1cccc(O)c1)c1nc2ccccc2s1
  -4, -4, 2, 0, 4, -6, 5, -2, -0.7, -24
- Cc1cn(CC(=O)NCCc2c[nH]c3ccccc23)c(=O)[nH]c1=O
  2, 1, -2, -10, -12, -5, 0, 3, -0.1, 1
- O=S(=O)(NC(=S)Nc1ccccc1)c1ccc(F)cc1
  1, -2, -10, 3, -1, -1, -5, 10, 0.5, 2
- c1ccc(-c2nn3c(Cn4nnc5ccccc54)nnc3s2)cc1
  -3, -2, -13, 0, -5, 3, -13, 21, -0.1, -6
- CN(C)/C=C/c1onc(-c2c(Cl)cccc2Cl)c1C#N
  -5, -1, -5, -2, 6, 0, -7, -3, -0.9, 5
- O=C(N/N=C/c1cccc2ccccc12)c1n[nH]c2c1CCCC2
  1, -3, 1, 4, 12, -3, 2, -5, 0.1, 0
- CCc1nc2ccccc2c(C(=O)OCC(=O)N2CC(C)OC(C)C2)c1C (stereo unspecified)
  1, -1, 4, -8, -6, -1, 0, 1, -0.2, 6
- COc1ccc(C(=O)Cn2c(Cl)nc3c2c(=O)n(C)c(=O)n3C)cc1
  4, 1, -3, 11, -1, 6, -7, -1, 0.1, 1
- FC(F)(F)c1nnc(-c2ccccc2)nc1N1CCOCC1
  6, 3, -6, -7, -6, 4, -2, 0, 0.4, -2
- Cc1c(C)c2ccc(OCC(=O)NC(Cc3c[nH]c4ccc(O)cc34)C(=O)O)c(C)c2oc1=O (stereo unspecified)
  6, 12, -5, 8, 8, -3, 0, 5, -1.6, 7
- O=S(=O)(Nc1ccc(C(F)(F)F)cc1)c1cccs1
  -2, -1, 3, 6, -4, 3, -3, 1, 0.1, -1
- Cc1ccc(-n2ncc3c2CCCC3NC(=O)c2cnccn2)cc1C (stereo unspecified)
  4, 4, -3, -3, -1, 1, -1, 3, 0.0, 1
- C[N+]1=C(N)N[C@@]2(C=C3CCCCC3n3c(=O)n(-c4ccccc4)c(=O)n32)C1 (stereo partly specified)
  1, 0, 6, nt, 0, 3, -13, 6, 0.0, -1
- O=C(CN1CCCC1)Nc1cccc(Cl)c1
  3, 2, -9, -1, -2, 0, -3, -3, 0.6, 6
- CCOC(=O)CNC(=O)COc1coc(CN2CCN(c3ccc(F)cc3)CC2)cc1=O
  -4, 3, -5, -1, 4, 2, -4, -4, 0.3, 2
- O=C(NCc1cccnc1)c1ccc(NC(=O)c2ccc([N+](=O)[O-])cc2)cc1
  -8, -3, -3, 12, 2, 4, -1, -6, -0.2, -11
- CC1=C(C(=O)OCC2CCCO2)C(c2cccc(O)c2)NC(=O)N1 (stereo unspecified)
  0, 2, -4, 0, 0, -3, 4, 0, 0.0, 1
- COc1cccc(CNC(=O)C2Cc3cc(S(=O)(=O)N4CCCC4)ccc3N2C(C)=O)c1OC (stereo unspecified)
  0, 0, -5, 4, 0, -2, 9, -2, -0.8, -2
- O=C(O)c1ccccc1C(=O)NCc1c(Cl)cccc1Sc1ccc(Cl)cc1
  4, -1, 9, 1, -5, 6, -5, -3, -0.3, 5
- CCOC(=O)c1cnc(Nc2nc3ccccc3o2)nc1CSC(=S)N(CC)CC
  -1, 2, 3, -2, -4, -1, 4, 0, -0.3, 4
- Cc1cccc(NC(=O)c2ccc(NCCc3ccccc3)c([N+](=O)[O-])c2)c1
  2, 5, -4, -6, -5, 2, -3, 0, -0.4, 7
- CC1(C)CC(=O)C=C(Nc2ccc(F)c(Cl)c2)C1
  0, -3, -6, 7, -4, 4, -5, 0, 0.1, -5
- O=C(C/C=N\OCc1c(Cl)cccc1Cl)Oc1ccc(Cl)cc1Cl
  3, -3, 5, 0, 5, -3, -5, -3, -0.7, -2
- CCn1c(SCC(=O)N/N=C(/C)c2ccncc2)nc2ccccc21
  -2, 1, -5, 1, 5, 3, -3, 2, 0.2, 1
- C=CCOc1ccc(/C=C2\SC(=S)N(NS(=O)(=O)c3ccc(C)cc3)C2=O)cc1
  14*, 23*, 23, -9, 2, 0, 1, 3, -0.3, -17
- COCCNC(=O)CCCn1c(=O)c2ccccc2n(Cc2cccc([N+](=O)[O-])c2)c1=O
  -3, 4, -3, 2, -5, 1, -9, -6, -0.2, 3
- Cc1ccccc1-c1cc2nc(C)c(C)c(=O)n2[nH]1
  -4, -3, 6, -6, 2, -2, 1, -2, -2.1, -2
- CCOC(=O)N1CCC(NS(=O)(=O)c2ccc(NC(C)=O)c(Cl)c2)CC1
  5, -3, 20, 2, -2, -2, 3, -2, -0.7, 0
- CC1(C)C(=O)C2(CCCCC2)C(=O)OC1c1cccc([N+](=O)[O-])c1 (stereo unspecified)
  -5, 3, 7, -4, 10, -1, 3, -2, -0.8, 0
- CC1CCN(CCCNS(=O)(=O)c2cc(Br)cc3c2N(C(=O)C2CC2)CC3)CC1
  -2, -1, -6, 3, -1, -2, 0, -6, 0.4, -3
- CC(C)(C)N(Cc1ccccc1)C(=O)c1ccncc1
  4, 1, 7, -1, 1, -4, 0, 4, -0.6, -3
- CC(=O)NCCn1c(SCc2cccc([N+](=O)[O-])c2)nc2ccccc2c1=O
  -3, 3, -9, -3, 5, -1, 4, 4, 0.6, -2
- COc1cccc(-n2nc(C#N)c(Cl)cc2=O)c1
  -6, -1, 4, 10, 0, 5, 5, 3, -0.2, -2
- CCc1cccc(CC)c1NC(=O)NC1CCCCC1
  -3, -2, -2, 3, 0, -2, 4, -4, 0.5, 2
- CCOC(=O)c1c(NC(=O)CSc2c[nH]c3ccccc23)sc2c1CCC2
  -2, -2, 0, 1, -4, -1, -5, 4, 1.9, -1
- Cc1ccc(Nc2nc(-c3ccc(O)cc3O)cs2)nc1
  0, -5, 6, -8, -8, -4, -2, 3, 2.8, 21*
- CS(=O)(=O)N1N=C(c2ccco2)CC1c1ccccc1Cl (stereo unspecified)
  1, -2, 8, -1, -5, 2, 4, 0, 0.2, 0
- O=C(Cn1nc(C(=O)O)c2ccccc2c1=O)NC12CC3CC(CC(C3)C1)C2
  2, 1, -2, 2, -8, -6, 2, 1, 0.2, -1
- O=C1CCCC2=C1C(c1ccco1)Nc1ccc(C(=O)c3ccccc3)cc1N2 (stereo unspecified)
  3, -5, -1, -1, 2, 3, -1, 3, 0.0, 0

(listing goes on)
Every second line gives: MBD2 DNA inh, UHRF1 MBD2 ctr, TDP2 inh, TCR-CD3 inh, DDE Tn6 FP inh, LEDGF integ inh, DDE Tn7 FP inh, PRMT1 inh, KLK7 zymogen act, SIAE primary
- CCc1cccc(NC(=O)CN(c2ccc(OC)cc2)S(=O)(=O)c2c(C)n[nH]c2C)c1
  0, -2, 8, 3, 1, 1, -3, 0, -0.2, -9
- Cc1ccccc1NC(=S)NCc1ccc2[nH]c3c(c2c1)CCCC3
  0, -1, 0, -1, 0, -6, 0, 4, 0.4, 8
- Cc1cc(C(=O)NCCc2ccc(S(N)(=O)=O)cc2)no1
  -1, -2, -10, 1, -1, 1, -2, -3, 0.1, 0
- N#C/C(=C\c1ccc(-c2ccc([N+](=O)[O-])cc2)o1)C(=O)Nc1nc(-c2cccs2)cs1
  2, 0, 9, -44, 3, 2, 3, 1, 0.1, -15
- CCOc1ccc(N(CC(=O)NC2CCCCC2)C(=O)CSc2nnc(COc3ccccc3)o2)cc1
  -1, -1, -3, -2, -1, 2, -5, -1, -0.3, 8
